Bioassay records deposited in PubChem by National Center for Advancing Translational Sciences (NCATS).
p53 reactivator: restores transcriptional activity of mutant p53 | H1299 p53-A138V BP100-luciferase reporter, luminescence, 24 h | Potency, µM (series often up to 92.2 µM), for inactives: at the top dose activity change, positive = activation, actives largely listed as activators | 0.063% of 320,000 active; note: potency is the fitted concentration of half-maximal effect; % of control where 0% means no effect; nearly all actives have a fitted effect of over 45% in size
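p53-null H1299 cells stably carrying temperature-sensitive p53-A138V and a BP100-luciferase reporter were pinned with compounds (4-point, 1:5 series) and held 24 hrs at 37 deg C. Luminescence was read 10 min after detection reagent.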
TSG101-PTAP inh: blocks PTAP/TSG101 interaction to inhibit HIV-1 budding | Q99816 | Fluorescence polarization, FITC-PTAP peptide / Tsg101 binding | Potency, µM (top dose mostly 115 µM), inactives show top-dose activity change, negative = inhibition, most hits filed as inhibitors | 340,000 tested, under 10 active; active = well fitted inhibition curve with a large enough effect in the main read-out, with a control signal flat, not every such curve was filed as active; inconclusive = small, poorly fitted or top-dose-only effect, or effect the other way, or a change in a side signal; inactive = no such curve, though single readings can be large or run the other way; note: potency is the fitted concentration of half-maximal effect; % of control where 0% means no effect
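Fluorescence polarization binding of Tsg101 binding domain (10 uM final) to FITC-labeled PTAP peptide (50 nM final) in HEPES pH 7.5 buffer with NaCl, Tween 20, EDTA, TCEP. Compounds added before peptide; binding 20 min at RT.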
a7 integrin act: activators of alpha7 integrin expression for muscular dystrophy; Potency, µM (titrated, usually from 38.3 µM), for the others: top-dose activation, usual class: activators; alpha7betagal myoblasts, beta-gal FDG fluorescence, 48 h; 0.064% of 350,000 active; AID 624291;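 note: potency is the fitted concentration of half-maximal effect; 100% = response of the positive control SU9516; nearly all actives have a fitted effect of over 60% in size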
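alpha7betagal+/- myoblasts (passage 13, 250/well) treated 48 h at 37C with compounds at 1:260 dilution of DMSO stock. Lysed, then beta-galactosidase activity read as FDG fluorescence (ex 480/em 540) after 30 min, with pre-read for autofluorescence.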
S-ASM inh: human S-ASM enzyme inhibition; P17405; placental ASM, HMU-PC fluorogenic substrate, 60 min; Potency, µM (doses to about 57.5 µM), without a hit: at the highest dose activity change, negative = inhibition, hits mostly inhibitors; 0.006% of 340,000 active; note: potency is the fitted concentration of half-maximal effect
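Fluorescence read-out (Ex 386 nm, Em 447 nm) after stopping the reaction at pH 10. Enzyme: ASM from human placenta; substrate HMU-PC0, 9 uM final; 60 min, 37 °C. Compound preincubation 10 min, ambient temperature.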
TRPV1 ag: activates the human vanilloid receptor TRPV1; 0.19% of 320,000 active; AID 540275; activation, % at 8.33 µM; TRPV1-expressing cells, Fluo-8 calcium influx, agonist mode; in the data active = activation above about 80%; inconclusive = between about 30% and that limit; note: 0% is about no effect
Target sequence (Q8NER1 whole entry, looked up): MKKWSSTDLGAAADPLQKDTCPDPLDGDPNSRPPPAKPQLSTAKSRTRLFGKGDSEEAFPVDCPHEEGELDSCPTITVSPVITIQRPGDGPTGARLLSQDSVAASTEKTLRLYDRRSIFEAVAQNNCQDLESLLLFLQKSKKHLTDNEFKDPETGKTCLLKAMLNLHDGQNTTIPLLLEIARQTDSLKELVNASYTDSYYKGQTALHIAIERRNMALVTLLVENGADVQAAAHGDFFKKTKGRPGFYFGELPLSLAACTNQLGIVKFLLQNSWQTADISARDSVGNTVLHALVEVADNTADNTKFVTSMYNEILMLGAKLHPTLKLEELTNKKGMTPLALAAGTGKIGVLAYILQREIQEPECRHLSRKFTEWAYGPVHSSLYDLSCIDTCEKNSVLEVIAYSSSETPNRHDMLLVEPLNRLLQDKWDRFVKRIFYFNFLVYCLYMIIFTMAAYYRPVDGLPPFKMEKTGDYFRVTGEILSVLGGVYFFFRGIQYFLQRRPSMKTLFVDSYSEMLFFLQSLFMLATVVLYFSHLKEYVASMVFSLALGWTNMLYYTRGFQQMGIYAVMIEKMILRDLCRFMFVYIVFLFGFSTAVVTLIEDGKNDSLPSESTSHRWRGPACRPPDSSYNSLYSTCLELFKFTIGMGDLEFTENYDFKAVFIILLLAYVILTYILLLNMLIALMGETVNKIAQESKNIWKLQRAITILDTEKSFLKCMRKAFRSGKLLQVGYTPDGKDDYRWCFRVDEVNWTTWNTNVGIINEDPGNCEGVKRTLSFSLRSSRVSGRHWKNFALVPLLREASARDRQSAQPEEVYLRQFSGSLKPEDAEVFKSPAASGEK
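Fluo-8 calcium influx in TRPV1-expressing cells, kinetic read (ex 480/em 520 nm). Compound added and read 3 min for agonist activity, followed by capsaicin at EC20 final and 2 min further read for enhancement.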
Eya2 phos inh: Eya2 (human) phosphatase inhibition. AID 488837. O00167. recombinant Eya2, OMFP fluorescence dephosphorylation (OMFP is methylfluorescein phosphate). 0.006% of 330,000 active. Potency, µM (top dose mostly 76.9 µM), for the others: at the top dose activity, negative = inhibition, actives largely listed as inhibitors; note: potency is the fitted concentration of half-maximal effect; % is set by controls: 0 for no effect and ±100 for the full control effect
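Eya2 protein (added as 0.2 uM solution) was preincubated with compound for 10 min at ambient temperature in 50 mM HEPES pH 7.5, 50 mM NaCl, 5 uM MgCl2, 0.05% BSA, 1 mM DTT. OMFP (added at 50 uM) then reacted 10 min; fluorescence read at 485/525 nm.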
USP2a block: USP2a (human) protease inhibition. O75604. USP2 core, Ub-CHOP2 coupled fluorogenic reporter, 485/531. Potency, µM (highest dose often 38.3 µM), for inactives: at the top dose activity change, negative = inhibition, hits mostly inhibitors. 0.01% of 330,000 active. AID 463254;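 note: potency is the fitted concentration of half-maximal effect; plate controls were DMSO wells for no effect and full inhibition by NEM control for full effect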
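Deubiquitinase activity read as fluorescence (485/531 nm) after Ub-CHOP2 cleavage activates the enterokinase reporter on its substrate; USP2 core 10nM, Ub-CHOP2 and substrate 25nM each, 30min compound preincubation then 60min RT; data normalized to NEM, curves fitted.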
B2AR arrestin: beta2AR (human) beta-arrestin recruitment activity; beta-arrestin recruitment to beta2AR, cell-based reporter; Potency, µM (titrated, usually from 46.1 µM), without a hit: at the highest dose activation, hits mostly activators; 0.02% of 330,000 active;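 note: potency is the fitted concentration of half-maximal effect; 0% = DMSO controls and full agonism = EC100 isoproterenol or metaproterenol; nearly all actives have a fitted effect of over 65% in size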
BRCA1 expr up: activators of BRCA1 expression; AID 624202; MCF7-BRCA1-FFLuc reporter, luminescence, 48 h; response scale: scaled: vehicle 0%, 10 µM genistein 100%; 1.1% of 380,000 active; Potency, µM (top dose mostly 46.1 µM), inactives show top-dose activation, hits mostly activators; note: potency is the fitted concentration of half-maximal effect; nearly all actives have a fitted effect of over 80% in size; some results filed as inactive show a strong effect at the top dose
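Using MCF7 cells harboring a BRCA1 firefly luciferase reporter, plated 2 h before compound pinning, the screen measured luminescence after 48 h incubation. Responses were normalized to DMSO and 10 microM genistein, then fitted for concentration-effect.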
ELG1 genotoxic: induces genotoxicity in HEK293T cells with luciferase-tagged ELG1 | HEK293T ELG1-luciferase reporter, luminescence, 16 h | Potency, µM (top dose mostly 46 µM), inactives show top-dose activity change, positive = activation, actives largely listed as activators | 1.3% of 330,000 active | AID 504466; note: potency is the fitted concentration of half-maximal effect; % of control where 0% means no effect; nearly all actives have a fitted effect of over 60% in size
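HEK293T cells expressing luciferase-tagged ELG1 were exposed to compound or DMSO vehicle for 16 hr at 37 °C and 5% CO2. Luciferase activity was then measured with ONE-Glo after 30 min at room temperature.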
uPA generation: inhibitors of cell surface uPA generation; cell surface uPA generation assay, qHTS; Potency, µM (doses to about 38.3 µM), inactives show top-dose activity change, negative = inhibition, most hits filed as inhibitors; 0.31% of 330,000 active; active = well fitted inhibition curve with a large enough effect; inconclusive = small, poorly fitted or top-dose-only effect; inactive = no such curve, though single readings can be large or run the other way; tested in mouse RAW 264.7 cells; note: potency is the fitted concentration of half-maximal effect; % is set by controls: 0 for no effect and ±100 for the full control effect; nearly all actives have a fitted effect of over 55% in size
Numbers without * were called inactive; ? = inconclusive; . = no result given; & = joins results of further samples; [ ] = another dose, or the depositor's remark. Unless noted, calls come from the whole dose curve; as a rule, active = well fitted curve in the direction sought with a large enough effect; inconclusive = small, poorly fitted or top-dose-only effect, or another doubt; inactive = no such curve, though single readings can be large; an effect the other way counts as inactive or inconclusive.

1: COCC(C)n1c(C)cc(C(=O)CSc2nc3ccccc3c(=O)[nH]2)c1C (stereo unspecified)
2: CCn1c(NCc2cc(Br)ccc2NS(=O)(=O)c2ccc(C)cc2)nc2ccccc21
3: CC(NCc1ccc(S(N)(=O)=O)cc1)C(=O)Nc1ccc([N+](=O)[O-])cc1Cl (stereo unspecified)
4: COc1ccc(C(=O)N2CC3(C)C4CCC3(C)C2(C#N)C4)cc1OC (stereo unspecified)
5: O=C(Nc1cccnc1Cl)c1ccc(=O)oc1
6: Cn1cc(C(=O)NCc2ccc(F)cc2)cn1
7: COc1ccc(-c2n[nH]c(=S)n2/N=C/C=C\c2ccccc2OC)cc1
8: C/C(=N\NC(=O)C1(C)CC1(Br)Br)c1cccc(NC(=O)C(C)(C)C)c1 (stereo unspecified)
Compound,1,2,3,4,5,6,7,8
p53 reactivator,9%,6%,-5%,3%,16%,-3%,5%,-8%
TSG101-PTAP inh,-3%,-6%,-3%,0%,-7%,-4%,-6%,-2%
a7 integrin act,-26%,5%,-8%,0%,-16%,9%,-16%,-19%
S-ASM inh,-3%,-3%,4%,0%,11%,-1%,-11%,0%
TRPV1 ag,0,1,2,-3,0,1,3,7
Eya2 phos inh,8%,-2%,5%,-7%,23%,-8%,-3%,0%
USP2a block,0%,3%,-2%,2%,-3%,3%,-1%,0%
B2AR arrestin,0.2%,0.0%,0.1%,0.0%,-0.7%,0.1%,3.0%,2.1%
BRCA1 expr up,-41%,-87%[inhibitor],-17%,-4%,-18%,19%,-53%,-17%
ELG1 genotoxic,-7%,-15%,-2%,10%,1%,5%,4%,-1%
uPA generation,.,-12%,2%,-4%,0%,-2%,-2%,4%

9: Cc1ccc(C(=O)NNC(=O)C(NC(=O)c2cccc(C)c2)C(C)C)cc1 (stereo unspecified)
10: COC(=O)C1=C(C)N(C)C(C)=C(C(=O)OC)C1c1ccc(F)c(Br)c1
11: N=C1C(c2ccccc2)=C(O)CN1c1ccccc1
12: CCOC(=O)c1c(NC(=O)CN2C(=O)NC3(CCC(CC)CC3)C2=O)sc(C)c1-c1ccc(C)cc1 (stereo unspecified)
13: O=C(C1CCCCC1C(=O)N1CCCCC1)N1CCCCC1 (stereo unspecified)
14: COc1ccc(N(CC(=O)N2CCN(c3cc(C)ccc3C)CC2)S(=O)(=O)c2c(C)noc2C)cc1
15: CCC1(c2ccccc2)NC(=S)N(c2ccc(C)cc2)N1 (stereo unspecified)
16: Cc1ccc(/C=C2\SC(=S)N(c3cccnc3)C2=O)o1
Compound,9,10,11,12,13,14,15,16
p53 reactivator,1%,-17%,-1%,-3%,.,-1%,8%,12%
TSG101-PTAP inh,-1%,0%,-5%,-2%,-4%,-4%,-7%,0%
a7 integrin act,24%,29%,17%,7%,9%,?,18%,8%
S-ASM inh,8%,?,3%,-7%,-1%,1%,-4%,-5%
TRPV1 ag,1,13,1,-3,.,-6,2,0
Eya2 phos inh,0%,-1%,20%,9%,.,1%,13%,2%
USP2a block,1%,-1%,-12%,2%,.,2%,15%,0%
B2AR arrestin,-0.2%,-0.2%,-0.1%,-0.2%,.,0.0%,0.0%,-0.4%
BRCA1 expr up,3%,-36%,13%,-16%,-4%,-5%&0%,40%,-1%
ELG1 genotoxic,1%,-2%,-1%,0%,.,-12%,?,3%
uPA generation,-12%,-4%,-4%,0%,11%,1%,-3%,-15%

17: CCOC(=O)C(NC(=O)CC)(N1CCc2ccccc2C1)C(F)(F)F (stereo unspecified)
18: Clc1ccc2c(c1)nc1n2CCCC1
19: COc1ccc(S(=O)(=O)N2CCOCC2)cc1NC(=O)Cc1ccsc1
20: CCc1ccc(S(=O)(=O)NC2CC(C)(C)NC(C)(C)C2)cc1
21: COc1ccc(NC(=O)Nc2cc(C(C)(C)C)on2)cc1OC
Compound,17,18,19,20,21
p53 reactivator,1%,3%,-6%,.,0%
TSG101-PTAP inh,-8%,0%,-5%,0%,-2%
a7 integrin act,-16%,6%,41%,22%,0%
S-ASM inh,-2%,0%,2%,2%,-5%
TRPV1 ag,4,13,.,0,2
Eya2 phos inh,9%,-26%,2%,3%,-3%
USP2a block,1%,0%,1%,0%,-2%
B2AR arrestin,-3.4%,0.4%,?,-0.4%,-0.7%
BRCA1 expr up,7%,38%,-4%,-21%,3%
ELG1 genotoxic,3%,4%,3%,0%,-9%
uPA generation,-2%,-52%,-5%,-2%,0%

Quoted from above, nos. 15 to 21
15: CCC1(c2ccccc2)NC(=S)N(c2ccc(C)cc2)N1 (stereo unspecified)
16: Cc1ccc(/C=C2\SC(=S)N(c3cccnc3)C2=O)o1
17: CCOC(=O)C(NC(=O)CC)(N1CCc2ccccc2C1)C(F)(F)F (stereo unspecified)
18: Clc1ccc2c(c1)nc1n2CCCC1
19: COc1ccc(S(=O)(=O)N2CCOCC2)cc1NC(=O)Cc1ccsc1
20: CCc1ccc(S(=O)(=O)NC2CC(C)(C)NC(C)(C)C2)cc1
21: COc1ccc(NC(=O)Nc2cc(C(C)(C)C)on2)cc1OC
Compound,15,16,17,18,19,20,21
p53 reactivator,8%,12%,1%,3%,-6%,.,0%
TSG101-PTAP inh,-7%,0%,-8%,0%,-5%,0%,-2%
a7 integrin act,18%,8%,-16%,6%,41%,22%,0%
S-ASM inh,-4%,-5%,-2%,0%,2%,2%,-5%
TRPV1 ag,2,0,4,13,.,0,2
Eya2 phos inh,13%,2%,9%,-26%,2%,3%,-3%
USP2a block,15%,0%,1%,0%,1%,0%,-2%
B2AR arrestin,0.0%,-0.4%,-3.4%,0.4%,?,-0.4%,-0.7%
BRCA1 expr up,40%,-1%,7%,38%,-4%,-21%,3%
ELG1 genotoxic,?,3%,3%,4%,3%,0%,-9%
uPA generation,-3%,-15%,-2%,-52%,-5%,-2%,0%
